# High-throughput results as filed in PubChem BioAssay.
# uPA surface inh: blocks generation of uPA at the cell surface; cell surface uPA generation assay, qHTS; Potency, µM (doses to about 38.3 µM), for inactives: at the top dose activity change, negative = inhibition, most hits filed as inhibitors; 0.31% of 330,000 active; AID 540303; active means well fitted inhibition curve with a large enough effect; inconclusive means small, poorly fitted or top-dose-only effect; inactive means no such curve, though single readings can be large or run the other way; tested in mouse RAW 264.7 cells; further: on the % scale 0 is the no-effect control and ±100 the full control effect; nearly all actives have a fitted effect of over 55% in size
# NPC1 prom act: activators of NPC1 promoter; Huh7 NPC1 promoter luciferase reporter, 24 h; Potency, µM (top dose mostly 9.22 µM), for inactives: at the top dose activation, most hits filed as activators; 2.4% of 320,000 active;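 further: % of control where 0% means no effect; nearly all actives have a fitted effect of over 60% in size; reporter is driven by a mutant NPC1 promoter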
#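 Huh7 cells stably carrying NPC1 promoter–luciferase, plated in Opti-MEM with 10% FBS for 2 h, were exposed to compound in DMSO for 24 h at 37 °C; luciferase reagent was added for 10 min and luminescence read.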
# FLuc modulator: counter-screen for miR-21 project: firefly luciferase inhibitors or activators; purified FLuc, Km substrates, luminescence inhibition; Potency, µM (doses to about 57.5 µM), for the others: at the top dose activity change, negative = inhibition, hits mostly inhibitors; 6.9% of 360,000 active; AID 588342;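 further: plate controls were vehicle for no effect and reference inhibitor for full effect; nearly all actives have a fitted effect of over 55% in size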
#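 Purified P. pyralis luciferase, 10 nM final, with Km-level 10 uM D-luciferin and 10 uM ATP in 50 mM Tris acetate pH 7.5, 10 mM Mg acetate, 0.01% Tween-20, 0.05% BSA; 6-point qHTS titration about 60 µM downward; luminescence read.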
# MBNL1 CUG block: blocks human MBNL1 binding to CUG repeat RNA; 0.036% of 280,000 active; TR-FRET MBNL1-His/biotin-(CUG)12 binding, 665/545 ratio; Potency, µM (top dose mostly 57.5 µM), for the others: top-dose activity change, negative = inhibition, usual class: inhibitors; active means well fitted inhibition curve with a large enough effect in the signal ratio, with a control signal flat, not every such curve was filed as active; inconclusive means small, poorly fitted or top-dose-only effect, or effect the other way, or a change in a side signal; inactive means no such curve, though single readings can be large or run the other way; the % refers to the signal ratio; further: on the % scale 0 is the no-effect control and ±100 the full control effect
# Target sequence (Q9NR56 whole entry, looked up): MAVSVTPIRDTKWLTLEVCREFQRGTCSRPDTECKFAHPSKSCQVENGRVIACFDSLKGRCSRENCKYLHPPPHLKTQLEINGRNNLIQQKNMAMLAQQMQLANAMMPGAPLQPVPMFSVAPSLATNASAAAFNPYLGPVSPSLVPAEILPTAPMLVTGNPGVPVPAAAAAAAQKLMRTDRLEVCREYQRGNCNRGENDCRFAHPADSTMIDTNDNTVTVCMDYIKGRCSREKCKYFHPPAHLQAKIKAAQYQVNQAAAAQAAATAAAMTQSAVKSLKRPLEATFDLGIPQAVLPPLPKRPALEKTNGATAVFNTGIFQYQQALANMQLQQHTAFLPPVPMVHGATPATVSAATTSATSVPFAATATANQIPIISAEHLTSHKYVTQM
#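 Inhibition of protein-RNA binding appears as loss of TR-FRET between terbium anti-His antibody on MBNL1-His and streptavidin-XL665 on biotin-(CUG)12. Activity is normalized to buffer-only and uninhibited-complex controls.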
# VP16 counter: counter-screen for ROR gamma inhibitors: Gal4-VP16 reporter; Potency, µM (highest dose often 53.6 µM), without a hit: top-dose activity, negative = inhibition, actives largely listed as inhibitors; 3.5% of 310,000 active; Drosophila S2 Gal4-VP16 UAS-luciferase, luminescence, 20 h; AID 2546;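 further: Gal4-VP16 expression switched on by copper sulfate through the metallothionein promoter; on the % scale 0 is the no-effect control and ±100 the full control effect; nearly all actives have a fitted effect of over 50% in size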
# ELG1 genotox: inducers of genotoxicity in HEK293T ELG1-luciferase cells; Potency, µM (doses to about 46 µM), for the others: top-dose activity change, positive = activation, usual class: activators; 1.3% of 330,000 active; HEK293T ELG1-luciferase reporter, luminescence, 16 h; further: % of control where 0% means no effect; nearly all actives have a fitted effect of over 60% in size
#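 Genotoxic stress is detected as increased luminescence from luciferase-tagged ELG1 in HEK293T cells, measured with ONE-Glo after a 16 hr treatment at 37 °C.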
# p53 reactivator: mutant p53 re-activation in reporter cells; H1299 p53-A138V BP100-luciferase reporter, luminescence, 24 h; AID 504706; 0.063% of 320,000 active; Potency, µM (series often up to 92.2 µM), for inactives: at the highest dose activity change, positive = activation, most hits filed as activators; further: % of control where 0% means no effect; nearly all actives have a fitted effect of over 45% in size
#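 H1299 (p53-null), stable ts p53-A138V + BP100-Luc; 1000 cells/well, Opti-MEM/10% FBS; cpd 4 pt, 1:5; 24 h, 37 deg C, 5% CO2; detection reagent 10 min RT; luminescence.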
# Rab9 promoter act: Rab9 promoter activation; Huh7 Rab9 promoter-luciferase reporter, luminescence, 24 h; Potency, µM (top dose mostly 9.22 µM), for inactives: at the highest dose activation, negative = inhibition, actives largely listed as activators; 2.8% of 320,000 active; further: % of control where 0% means no effect; nearly all actives have a fitted effect of over 60% in size
#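 Luminescence from Amplite-detected luciferase (10 minutes, ambient) reports Rab9 promoter activation. Before that, stable Rab9-luciferase Huh7 cells (1500/well, reduced-serum OP-MEM I plus 10% FBS) were exposed to compound for 24 hours at 37C.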
# RORgamma inh: blocks mouse ROR gamma transcriptional activity; Potency, µM (series often up to 53.6 µM), for the others: at the top dose activity change, negative = inhibition, usual class: inhibitors; Drosophila S2 Gal4-RORgamma UAS-luciferase reporter, 20 h; P51450; 5.4% of 310,000 active; further: on the % scale 0 is the no-effect control and ±100 the full control effect; nearly all actives have a fitted effect of over 60% in size
# Target sequence (P51450 whole entry, looked up, the tested form may be a part): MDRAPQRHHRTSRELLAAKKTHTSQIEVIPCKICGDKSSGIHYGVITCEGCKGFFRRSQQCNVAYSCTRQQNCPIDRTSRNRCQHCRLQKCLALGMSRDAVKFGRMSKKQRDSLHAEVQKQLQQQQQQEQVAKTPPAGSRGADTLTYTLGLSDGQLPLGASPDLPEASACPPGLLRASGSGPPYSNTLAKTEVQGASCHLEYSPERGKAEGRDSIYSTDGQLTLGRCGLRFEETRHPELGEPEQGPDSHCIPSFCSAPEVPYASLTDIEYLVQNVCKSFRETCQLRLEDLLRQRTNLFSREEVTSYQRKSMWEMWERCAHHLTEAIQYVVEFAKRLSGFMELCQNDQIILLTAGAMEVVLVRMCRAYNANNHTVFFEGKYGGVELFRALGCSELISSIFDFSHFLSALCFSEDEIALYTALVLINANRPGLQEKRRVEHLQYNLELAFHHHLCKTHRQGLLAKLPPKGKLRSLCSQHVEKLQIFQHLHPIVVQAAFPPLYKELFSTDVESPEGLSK
#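 A Gal4/UAS one-hybrid system in insect cells: metallothionein-promoter Gal4–ROR gamma fusion plus Photinus luciferase reporter. Copper sulfate 700 uM final, 20 hr ambient incubation, luminescent detection after 10 min with reagent.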
# BRCA1 expr act: BRCA1 expression activation; Potency, µM (doses to about 46.1 µM), for inactives: at the top dose activation, actives largely listed as activators; MCF7-BRCA1-FFLuc reporter, luminescence, 48 h; response scale: scaled: vehicle 0%, 10 µM genistein 100%; AID 624202; 1.1% of 380,000 active; further: nearly all actives have a fitted effect of over 80% in size; some results filed as inactive show a strong effect at the top dose
#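 Reporter cells (MCF7, BRCA1 promoter-firefly luciferase) received library compounds across a concentration series for 48 h. End-point luminescence was measured and concentration-effect curves derived after normalization.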
# An asterisk follows results filed as active; u = inconclusive; x = not tested or not shown; [ ] = another dose, or the depositor's remark. Unless noted, the call rests on the fitted dose curve; in most records, active means well fitted curve in the direction sought with a large enough effect; inconclusive means small, poorly fitted or top-dose-only effect, or another doubt; inactive means no such curve, though single readings can be large; an effect the other way counts as inactive or inconclusive. Potency means the concentration at half of the fitted maximal effect.
# Fields: NPC1 prom act	FLuc modulator	ELG1 genotox	RORgamma inh	p53 reactivator	MBNL1 CUG block	Rab9 promoter act	VP16 counter	uPA surface inh	BRCA1 expr act
1) CCOC(=O)NC(=O)COC(=O)c1ccc(Sc2ncn[nH]2)c([N+](=O)[O-])c1
  -1.7%	-2.2%	0.3%	5.3%	4.5%	u	0.1%	9.9%	x	-8.4%
2) CCOc1ccc(S(=O)(=O)N2CCN(c3ccc(C)cc3C)CC2)cc1
  -1.2%	1.7%	u	u	9.6%	-13.1%	-7.0%	-6.9%	-2.9%	-8.4%
3) Cc1cccn2cc(-c3cccc(S(=O)(=O)N4CCCCC4)c3)nc12
  2.8%	3.6%	-2.1%	1.2%	-16.2%	-1.8%	-4.9%	-8.0%	7.1%	-41.6%
4) COc1ccc(CCNC(=O)COC(=O)Cc2cc(OC)c(OC)c(OC)c2)cc1
  -4.7%	3.3%	-0.9%	-0.2%	0.8%	-5.2%	-2.7%	-0.8%	13.3%	2.7%
5) Cn1c(CNC2CCCCC2)nc2ccccc21
  1.0%	3.6%	-1.4%	-28.4%	0.5%	0.7%	-2.2%	-11.2%	-27.0%	11.6%
6) CN(C)c1ccc(C(c2nnnn2CCOC(=O)Nc2ccc(Cl)cc2)N2CCOCC2)cc1 (stereo unspecified)
  -1.8%	1.1%	2.7%	-23.0%	-7.5%	0.6%	-0.1%	-3.3%	14.2%	26.5%
7) NC(=O)Nc1ccccc1C(=O)NCCc1ccccc1
  u	u	7.1%	18.4%	u	-11.7%	u	-5.6%	-1.6%	44.8%
8) C=CCn1c(SCC(=O)NCCCC(=O)OCC)nc2scc(-c3ccco3)c2c1=O
  -6.8%	1.1%	-4.9%	9.3%	-4.1%	12.5%	-3.4%	-0.8%	-1.5%	-0.6%
9) Oc1ccc(-c2n[nH]c(=S)n2-c2ccc3c(c2)OCCO3)c(O)c1
  -4.8%	u	-9.0%	u	-8.4%	-17.1%	-22.9%	10.8%	-13.8%	-57.5%
10) N#Cc1nc(-c2ccc(OCc3ccccc3)cc2)oc1NCc1cccnc1
  0.2%	u	-16.4%	43.0%	2.4%	-3.3%	1.2%	u	-8.5%	-20.1%
11) CC(C)C(=O)NC(=O)[C@@H]1CCCN1C(=O)/C=C/c1ccccc1
  -4.1%	2.5%	1.9%	-9.2%	0.5%	25.5%	-1.2%	0.8%	2.6%	13.7%
12) Cc1ccccc1NC(=O)Cc1nc(-c2c[nH]c(C(=O)N3CCCC3)c2)cs1
  -0.9%	2.0%	-6.3%	x	-13.9%	x	-2.6%	x	22.0%	-22.7%
13) CC1CC(OCC(O)CN2CCN(Cc3ccccc3)CC2)CC(C)(C)C1 (stereo unspecified)
  2.8%	-1.0%	0.4%	-0.2%	9.5%	-1.7%	-5.0%	5.9%	8.9%	-28.7%
14) C[C@@]12C(=O)Nc3ccc(Br)cc3C(=O)N1[C@H]1c3cc(Br)ccc3OC[C@@H]1[C@@H]2c1ccccc1
  -5.3%	-0.2%	0.4%	x	-2.4%	x	0.4%	x	-12.6%	-31.8%
15) Cc1nc(C(F)(F)F)c(C(=O)NC(=O)Nc2ccc(OC(F)(F)F)cc2)s1
  -0.2%	1.9%	-1.9%	2.2%	0.9%	-2.1%	-0.2%	-13.8%	2.0%	-7.3%
16) O=C(C1CCN(S(=O)(=O)c2cccc3cccnc23)CC1)N1CCCC1
  4.5%	-0.9%	-5.3%	8.8%	-0.2%	-9.6%	-12.1%	-7.1%	-1.9%	3.5%
17) O=C1N/C(=N\N=C\c2cccs2)SC1Cc1ccc(Cl)cc1 (stereo unspecified)
  -0.5%	-7.1%	-0.2%	1.12µM*	-8.3%	-12.9%	1.6%	0.631µM*	5.1%	-36.9%
18) Cc1cccc(Oc2nc(-c3cccc([N+](=O)[O-])c3)nc3ccccc23)c1C
  -2.2%	2.3%	4.4%	-15.3%	-1.3%	-3.6%	-0.3%	5.8%	1.3%	-1.0%
19) CCc1cc(-c2n[nH]c(=S)n2Cc2ccccc2)cs1
  -1.0%	-3.5%	-4.0%	3.16µM*	5.8%	-8.6%	0.5%	6.31µM*	6.4%	-35.8%
20) Cc1ccc(NC(=O)c2cc(=O)c3ccccc3o2)cc1S(=O)(=O)N1CCOCC1
  3.0%	2.0%	-7.0%	31.4%	-3.6%	u	-3.1%	9.7%	-2.2%	-2.9%
21) CN1CCN(S(=O)(=O)c2cccc(C(=O)NCc3ccccc3Cl)c2)CC1
  -2.2%	6.7%	1.1%	-2.1%	1.0%	1.6%	2.1%	6.7%	-5.0%	-6.9%
22) Cc1ccc(/C=C2\SC(=S)N(CCC(=O)NNC(=O)c3cccc(O)c3)C2=O)cc1
  18.6%	u	8.9%	u	19.8%	19.1%	-7.8%	-1.4%	-5.5%	-0.9%
23) C=CCn1c(=O)c2c(nc3n2CCS3)n(C)c1=O
  1.0%	-1.4%	-2.6%	15.8%	-4.1%	4.9%	-7.2%	-10.3%	-3.0%	-1.6%
24) CCC(NC(=O)NCc1ccccc1)(C(F)(F)F)C(F)(F)F
  -1.6%	1.7%	-2.6%	3.4%	5.3%	1.1%	-0.8%	3.8%	4.4%	6.9%
25) COC(=O)C1=Cc2cc(OC)cc([N+](=O)[O-])c2OC1N1CCOCC1 (stereo unspecified)
  -3.6%	3.0%	0.0%	5.4%	-7.6%	26.3%	-1.2%	3.5%	10.3%	-1.1%
26) COc1ccc(NC(=O)CSc2nnc(-c3ccco3)n2N)cc1Cl
  0.4%	-8.4%	0.5%	0.8%	-5.0%	-4.8%	-6.4%	3.0%	1.1%	8.6%
27) COc1ccc(CCNC(=O)CCCCCNC(=O)N2CCn3c2nc2ccccc23)cc1OC
  -2.4%	-1.4%	-7.8%	4.7%	-0.2%	-5.2%	-2.3%	-0.3%	6.8%	-5.4%
28) CC(=O)N[C@H]1[C@H](OC2CCCCC2)O[C@H](COC(C)=O)[C@@H](OC(C)=O)[C@@H]1OC(C)=O
  -1.7%	0.3%	-0.6%	2.5%	-0.3%	-0.5%	-6.1%[1.84 µM]	-6.4%	-4.7%	0.9%
29) CNC(=O)Cn1nc(C)c(S(=O)(=O)N2CCOCC2)c1C
  x	x	0.3%	x	6.0%	x	x	x	1.9%	1.7%
30) FC(F)(F)c1nnc(-c2ccccc2)nc1Sc1ccc(Cl)cc1
  -5.4%	-3.8%	-5.2%	6.31µM*	-27.4%	2.0%	-24.1%	u	-1.2%	-94.9%[inhibitor]
31) Cc1ccc(NC(=O)COC(=O)CCc2nc3ccccc3n2-c2ccccc2)c(C)c1
  -1.5%	1.7%	0.4%	-20.7%	-4.9%	x	12.1%	-16.3%	-1.4%	1.1%
32) CCc1ccc(NC(=O)C2=CC(c3ccc(OC)cc3)=NS(=O)(=O)N2C)cc1
  1.3%	-6.5%	1.1%	35.3%	8.9%	6.0%	-0.8%	3.9%	2.2%	-43.8%
33) CCCNC(=O)NC(=O)COc1ccc(-c2ccc(C#N)cc2)cc1
  -1.1%	-1.5%	-4.3%	12.9%	3.1%	-5.9%	-2.4%	2.2%	-1.7%	55.0%
34) Cc1ccc2c(c1)c1c3n2CCN(CC(O)CNC(C)C)C3CCC1 (stereo unspecified)
  3.4%	5.0%	7.8%	20.1%	x	6.6%	-4.5%	0.8%	4.1%	1.9%
35) CCc1cc(Br)ccc1N1C(=O)C2CC=CCC2C1=O (stereo unspecified)
  -3.6%	-19.5%	-2.8%	116.7%	-5.9%	u	-3.4%	u	0.1%	-6.4%
36) O=C(/C=C(\O)c1ccccc1)C(=O)NNC(=O)c1ccccc1
  u	-6.9%	3.4%	u	18.8%	-11.0%	u	u	4.8%	12.6µM*
37) CN(CC1CCOCC1)C(=O)CC1C(=O)NCCN1Cc1ccc(-c2ccccc2)cc1 (stereo unspecified)
  -2.3%	-3.7%	-7.5%	-15.7%	-3.2%	26.9%	-1.1%	-8.9%	-1.0%	-5.4%
38) O=C(Cc1ccccc1)NNc1ccc2ccccc2c1
  1.8%	0.0%	u	u	-1.2%	-0.2%	1.0%	1.7%	u	-20.5%
39) COc1cc(/C=C/C(=O)OCC(=O)Nc2ccc(S(=O)(=O)N3CCCC3)cc2)ccc1O
  0.6%	-3.5%	0.8%	17.5%	-10.1%	8.8%	3.2%	21.4%	-2.4%	-8.7%
40) CC(C)c1ccc(S(=O)(=O)N2CCN(C(=O)n3ccnc3)CC2)cc1
  -2.7%	2.4%	1.2%	x	-7.0%	x	-2.6%	x	-14.7%	-3.2%
41) Cc1ccc(C)c(N2C(=O)CC(Cc3ccc(Cl)cc3)C2=O)c1 (stereo unspecified)
  -5.5%	0.9%	-1.8%	39.6%	-61.8%[inhibitor]	6.2%	-2.5%	-5.9%	5.9%	-21.5%
42) COc1ccccc1CNC(=O)CSc1ncc(C(=O)Nc2ccccc2)c(=O)n1C
  -3.9%	-7.4%	3.0%	x	11.8%	x	0.5%	x	0.6%	-51.6%
43) COc1ccc(-n2cc(-c3ccccc3)c3c(NN4CCOCC4)ncnc32)cc1
  -4.5%	-11.1%	-10.4%	4.47µM*	-3.0%	-0.7%	-7.7%	u	-0.9%	-40.4%
